KCNH2 WT inh – KCNH2 (human, wildtype) channel inhibition; activity change, % at 1.84 µM; U2OS, BacMam KCNH2, thallium flux FluxOr; hits give low values; Q12809; 340,000 compounds, 0.37% hits;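 active means maximum activity change below -70%; inconclusive means maximum activity change between -70% and -50%; inactive means maximum activity change above -50%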
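U2OS cells were transduced with wild-type KCNH2 virus (2.03 x 10^8 / mL) for 4 h at room temperature, then cultured overnight at 37 C. Thallium flux was read with FluxOr dye. Rate constants were normalized to DMSO controls.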
BCR signal inh – inhibitors of chronic active B-cell receptor signaling. ABC-DLBCL IkBa-CBG/CBR reporter, luminescence ratio, 4 h. Potency, µM (series often up to 46.1 µM), for inactives: top-dose ratio change, negative = lower green/red ratio, actives largely listed as inhibitors. 340,000 compounds, 0.05% hits; active means well fitted inhibition curve with a large enough effect in the signal ratio, with a control signal flat, not every such curve was filed as active; inconclusive means small, poorly fitted or top-dose-only effect, or effect the other way, or a change in a side signal; the % refers to the signal ratio;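 further: potency means the concentration at half of the fitted maximal effect; plate controls were basal doxycycline-induced cells for no effect and cells given 10 µM MG132 for full effect; MG132 reads +100%, hits lower the ratio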
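Cell line TMD8 (human ABC DLBCL), stably expressing tet-inducible CBG68-IkBa fusion and CBR; IMDM/0.5% FBS; cpd up to 46 uM; dox induction, 4 h, 37C/5% CO2; dual luminescence; green/red ratio; MG132 control.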
KCNH2 3.1 inh – blocks the human KCNH2 3.1 channel isoform; U2OS KCNH2 3.1, thallium flux FluxOr; hits give low values; activity change, % (tested at about 1.8 µM); 340,000 compounds, 0.95% hits;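 active means maximum activity change below -70%; inconclusive means maximum activity change from -70% to -50%; inactive means maximum activity change above -50%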;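 further: thallium influx rate constant from kinetic fluorescence after stimulation buffer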
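U2OS cells transduced with KCNH2 3.1 mutant virus (1.77 x 10^8 /mL, 4 h), plated overnight at 37 C, loaded 45 min with FluxOr dye plus Red40 quencher. Thallium flux rate constant from kinetic reads after stimulation buffer, normalised to controls.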
FBPA coupling cs – inhibits coupling enzyme system, counter-screen for aldolase hits. coupling enzyme system counterscreen, AmpLite Red fluorescence. activity change, negative = inhibition, % at 58.2 µM, hits read low. 290,000 compounds, 0.67% hits; in the data active means activity change below about -30%
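Coupling enzymes only (glyceraldehyde-3-phosphate) + compound, at 57.5 uM final, 10 min RT; add substrate/coupling/AmpLite Red mix, 20 min RT; fluorescence ex 525/em 598 nm. Actives flag coupling-system interference.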
uPA generation – inhibitors of cell surface uPA generation. cell surface uPA generation assay, qHTS. Potency, µM (top dose mostly 38.3 µM), for inactives: at the highest dose activity change, negative = inhibition, most hits filed as inhibitors. 330,000 compounds, 0.31% hits; active means well fitted inhibition curve with a large enough effect; inconclusive means small, poorly fitted or top-dose-only effect; inactive means no such curve, though single readings can be large or run the other way; tested in mouse RAW 264.7 cells; further: potency means the concentration at half of the fitted maximal effect; nearly all actives have a fitted effect of over 55% in size
GALK inh – inhibitors of human galactokinase; Purified GALK, Kinase-Glo residual ATP luminescence; P51570; Potency, µM (titrated, usually from 57.5 µM), without a hit: at the top dose activity change, negative = inhibition, usual class: inhibitors; 270,000 compounds, 0.007% hits; AID 1868; further: potency means the concentration at half of the fitted maximal effect
Target sequence (P51570 whole entry, looked up): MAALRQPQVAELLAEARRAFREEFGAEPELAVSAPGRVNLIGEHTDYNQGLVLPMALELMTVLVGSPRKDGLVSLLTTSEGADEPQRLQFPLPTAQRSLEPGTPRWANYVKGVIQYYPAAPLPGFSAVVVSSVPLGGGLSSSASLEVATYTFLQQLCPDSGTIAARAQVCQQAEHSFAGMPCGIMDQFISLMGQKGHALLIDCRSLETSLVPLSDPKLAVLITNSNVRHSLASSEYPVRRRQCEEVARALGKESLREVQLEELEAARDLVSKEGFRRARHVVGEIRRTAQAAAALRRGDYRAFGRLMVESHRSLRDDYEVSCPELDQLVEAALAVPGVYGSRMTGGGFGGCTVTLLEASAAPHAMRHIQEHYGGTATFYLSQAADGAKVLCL
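Kinase-Glo Plus luminescence measured ATP left after a 1 h room-temperature reaction. The reaction used 5 nM GALK, 100 uM galactose and 35 uM ATP at pH 8.0 (20 mM HEPES, 5 mM MgCl2, 60 mM NaCl, 1 mM DTT, 0.01% BSA).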
B2AR arrestin – beta2AR (human) beta-arrestin recruitment activity. beta-arrestin recruitment to beta2AR, cell-based reporter. Potency, µM (highest dose often 46.1 µM), without a hit: at the top dose activation, usual class: activators. 330,000 compounds, 0.02% hits;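 further: potency means the concentration at half of the fitted maximal effect; 0% = DMSO controls and full agonism = EC100 isoproterenol or metaproterenol; nearly all actives have a fitted effect of over 65% in size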
Giardia kill – Giardia lamblia killing; Giardia lamblia trophozoite viability; activity change, % at 7.66 µM, hits read low; 340,000 compounds, 0.15% hits; AID 540267; in the data active means activity change below about -80%; inconclusive means between about -30% and that limit;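 further: parasites exposed to compound for two days anaerobically before the ATP read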
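Each well holds 100 Giardia trophozoites and compound. After two days (48 hrs) at 37 deg C in anaerobic conditions, ATP is quantified by luminescence.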
Eya2 inh – inhibitors of human Eya2 phosphatase activity; O00167; recombinant Eya2, OMFP fluorescence dephosphorylation (OMFP is methylfluorescein phosphate); Potency, µM (titrated, usually from 76.9 µM), for the others: top-dose activity, negative = inhibition, actives largely listed as inhibitors; 330,000 compounds, 0.006% hits; further: potency means the concentration at half of the fitted maximal effect
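Eya2 protein (added as 0.2 uM solution) was preincubated with compound for 10 min at ambient temperature in 50 mM HEPES pH 7.5, 50 mM NaCl, 5 uM MgCl2, 0.05% BSA, 1 mM DTT. OMFP (added at 50 uM) then reacted 10 min; fluorescence read at 485/525 nm.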
USP2a block – blocks human ubiquitin-specific protease USP2a. O75604. USP2 core, Ub-CHOP2 coupled fluorogenic reporter, 485/531. Potency, µM (top dose mostly 38.3 µM), without a hit: top-dose activity change, negative = inhibition, usual class: inhibitors. 330,000 compounds, 0.01% hits. AID 463254;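 further: potency means the concentration at half of the fitted maximal effect; plate controls were DMSO wells for no effect and full inhibition by NEM control for full effect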
Target sequence (O75604 whole entry, looked up): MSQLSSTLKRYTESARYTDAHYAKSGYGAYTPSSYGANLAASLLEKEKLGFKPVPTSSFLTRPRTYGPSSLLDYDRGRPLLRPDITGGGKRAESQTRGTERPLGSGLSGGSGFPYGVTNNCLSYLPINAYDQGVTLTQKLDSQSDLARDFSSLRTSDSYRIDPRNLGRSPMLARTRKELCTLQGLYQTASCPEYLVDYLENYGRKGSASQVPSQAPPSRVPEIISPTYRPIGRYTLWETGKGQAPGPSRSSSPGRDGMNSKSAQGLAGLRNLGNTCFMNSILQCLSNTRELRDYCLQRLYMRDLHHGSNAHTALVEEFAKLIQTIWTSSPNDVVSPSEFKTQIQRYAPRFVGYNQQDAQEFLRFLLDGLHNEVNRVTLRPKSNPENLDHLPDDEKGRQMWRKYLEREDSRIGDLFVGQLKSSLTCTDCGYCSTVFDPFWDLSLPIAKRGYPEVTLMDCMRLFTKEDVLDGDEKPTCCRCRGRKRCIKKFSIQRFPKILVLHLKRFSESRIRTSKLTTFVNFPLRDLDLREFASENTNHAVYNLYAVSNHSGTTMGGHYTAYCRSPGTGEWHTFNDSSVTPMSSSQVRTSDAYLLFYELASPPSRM
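Cell-free coupled assay: 10nM USP2 core preincubated 30min RT with compound in Tris-HCl pH 8.0/CaCl2/CHAPS buffer, then 25nM Ub-CHOP2 and 25nM reporter substrate; fluorescence (Ex 485/Em 531) read after 60min RT, normalized to NEM inhibition, concentration-response curves fitted.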
PKM2 activator – increases activity of human pyruvate kinase M2; 260,000 compounds, 0.34% hits; Potency, µM (titrated, usually from 57.5 µM), for the others: top-dose activation, most hits filed as activators; purified PKM2, Kinase-Glo ATP luminescence, activation; response scale: 0% is enzyme alone, no compound; P14618; further: potency means the concentration at half of the fitted maximal effect; nearly all actives have a fitted effect of over 55% in size
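ATP formation by purified human PK-M2, quantified via coupled luciferase luminescence after 1 h at room temperature with 0.1 mM ADP and 0.5 mM PEP final.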
An asterisk follows results filed as active; u = inconclusive; x = no result given; & = joins results of further samples; [ ] = another dose, or the depositor's remark. Unless noted, the call rests on the fitted dose curve; in most records, active means well fitted curve in the direction sought with a large enough effect; inconclusive means small, poorly fitted or top-dose-only effect, or another doubt; inactive means no such curve, though single readings can be large; an effect the other way counts as inactive or inconclusive. Unless noted, on the % scale 0 is the no-effect control and ±100 the full control effect.

SMILES | KCNH2 WT inh | BCR signal inh | KCNH2 3.1 inh | FBPA coupling cs | uPA generation | GALK inh | B2AR arrestin | Giardia kill | Eya2 inh | USP2a block | PKM2 activator
CCOC(=O)N1CCN(Cc2nc3cc(NC(=O)C(C)C)ccc3n2C)CC1 | -3 | -2% | 4 | 4 | 6% | -1% | -0.7% | 7 | 2% | 6% | x
NNC(=S)NC1CCCCCCCCCCC1 | -9 | -6% | -15 | 1 | 1% | -1% | 0.1% | -8 | 5% | 1% | -5%
COCCCNC(=O)C1Cc2cc(S(=O)(=O)N3CCCC3)ccc2N1C(C)=O (configuration not stated) | -2 | -1% | 9 | x | 5% | -4% | 0.0% | 11 | 6% | 4% | x
COc1cc(Cl)ccc1NC(=O)COc1ccccc1C(=O)N1CCN(c2ccc(O)cc2)CC1 | 6 | -5% | 4 | -7 | -10% | -1% | 0.1% | 2 | 0% | 5% | 8%
CSc1ccc(/C=N/NC(=O)c2ccc(-n3cnnn3)cc2)cc1 | -5 | 3% | 1 | x | -16% | x | 0.3% | -25 | 21% | 3% | x
O=S(=O)(Cc1ccccc1)N1CCC(c2nc(-c3cccs3)no2)CC1 | -7 | -6% | 8 | 1 | x | -1% | -0.1% | 5 | -4% | -2% | -1%
Cc1c(C(=O)Nc2ccc(S(=O)(=O)N3CCOCC3)cc2)cccc1[N+](=O)[O-] | -8 | -20% | 12 | 0 | 1% | -9% | 0.1% | 12 | -9% | 2% | -1%
COc1cccc(-c2cnc(OC(C)(C)C)nc2OC(C)(C)C)c1 | -5 | 4% | -1 | 2 | 7% | 7% | 0.2% | -14 | -25% | 3% | 2%
N/C(=N\OC(=O)N1CCOCC1)c1ccccc1 | -1 | u | -11 | 1 | u | 4% | -1.0% | 13 | u | -1% | -18%
COC(=O)C(C(=O)NCC1CCCO1)C1CCCCCC1 (configuration not stated) | 1 | 2% | 8 | 2 | 2% | 0% | -0.2% | 10 | 8% | 4% | 0%
COc1cccc(CNC(=O)c2nnn(-c3ccc(OC(F)(F)F)cc3)c2N)c1 | 2 | u | -17 | 1 | -1% | 1% | 0.1% | -16 | 14% | 1% | -11%
COc1ccc(N2CCN(C(=O)c3ccc(C)c(NC(=O)c4ccco4)c3)CC2)cc1 | 28 | 0% | 0 | x | 7% | -1% | 0.4% | 0 | 12% | 0% | -14%
Cc1ccc(NC(=O)c2cc(N3C(=O)C4CCCCC4C3=O)ccc2N2CCOCC2)cc1 (configuration not stated) | 10 | -10% | 0 | 1 | 13% | 3% | -0.1% | 2 | 1% | 0% | -1%
COc1ccccc1OCC(=O)NCCSCc1cccc(Cl)c1 | 1 | 0% | -18 | 1 | 5% | 3% | -1.6% | -21 | -1% | 4% | 6%
CCOC(=O)C1(C(=O)O)NC(=O)CC1c1ccccc1 (configuration not stated) | -7 | -6% | 4 | 0 | 8% | 4% | -1.0% | 15 | 12% | -1% | -6%
Cc1ccc2cc(CN(Cc3cccs3)C(=O)c3ccco3)c3nnnn3c2c1C | x | 3% | x | -2 | x | 1% | -0.8% | x | 11% | 2% | 2%
COc1ccc(NC(=O)COC(=O)c2n[nH]c3ccccc23)c(OC)c1 | -19 | 1% | 5 | x | -10% | x | 0.3% | 5 | u | -3% | x
C=CC[C@@H](CC(=O)N[C@H](CO)Cc1ccccc1)C(=O)N[C@H](COC(=O)[C@@H](CC=C)CC(=O)OC(C)(C)C)Cc1ccccc1 | 9 | 0% | -19 | x | -20% | x | 0.2% | -19 | -11% | -1% | x
COc1ccc(NC(=O)CN(C)C(=O)c2cn(-c3ccccc3)nc2-c2ccc(OC)cc2)cc1 | 5 | u | 0 | x | 25% | x | 0.1% | 2 | 21% | 2% | x
COc1ccc(-c2cccc(C3CC=CC4C3C(=O)N(Cc3ccccc3)C4c3ccc(C(F)(F)F)cc3)c2)cc1 (configuration not stated) | 1 | -3% | -27 | 1&4 | 9% | -1% | -0.7% | 10&38 | -3% | 2% | -3%

Compound profiles (already shown).
Cc1ccc(NC(=O)c2cc(N3C(=O)C4CCCCC4C3=O)ccc2N2CCOCC2)cc1 (configuration not stated) as listed: KCNH2 WT inh: 10; BCR signal inh: -10%; KCNH2 3.1 inh: 0; FBPA coupling cs: 1; uPA generation: 13%; GALK inh: 3%; B2AR arrestin: -0.1%; Giardia kill: 2; Eya2 inh: 1%; USP2a block: 0%; PKM2 activator: -1%
O=S(=O)(Cc1ccccc1)N1CCC(c2nc(-c3cccs3)no2)CC1 as listed: KCNH2 WT inh: -7; BCR signal inh: -6%; KCNH2 3.1 inh: 8; FBPA coupling cs: 1; uPA generation: x; GALK inh: -1%; B2AR arrestin: -0.1%; Giardia kill: 5; Eya2 inh: -4%; USP2a block: -2%; PKM2 activator: -1%
COc1cccc(-c2cnc(OC(C)(C)C)nc2OC(C)(C)C)c1 as listed: KCNH2 WT inh: -5; BCR signal inh: 4%; KCNH2 3.1 inh: -1; FBPA coupling cs: 2; uPA generation: 7%; GALK inh: 7%; B2AR arrestin: 0.2%; Giardia kill: -14; Eya2 inh: -25%; USP2a block: 3%; PKM2 activator: 2%

The list continues.
SMILES | KCNH2 WT inh | BCR signal inh | KCNH2 3.1 inh | FBPA coupling cs | uPA generation | GALK inh | B2AR arrestin | Giardia kill | Eya2 inh | USP2a block | PKM2 activator
O=C(Cc1cn2ccsc2n1)OCc1nc2ccccc2s1 | 0 | u | -4 | -2 | -6% | -1% | -0.2% | -6 | 2% | 1% | -5%
CC(C)C(=O)Nc1c(-c2cccc(Cl)c2)c(=O)c2ccccc2n1C | -4 | 1% | -1 | 0 | -1% | -1% | 0.2% | 1 | -2% | 4% | x
COc1ccc(C2CCCN2C(=S)Nc2cccc(C)c2)cc1OC (configuration not stated) | 15 | -10% | -8 | -2 | -10% | -1% | 0.3% | -18 | -25% | 2% | 0%
O=c1c(CN2CCN(Cc3ccccc3F)C(CCO)C2)coc2ccccc12 (configuration not stated) | -4 | -1% | 3 | 2 | 1% | -1% | 0.6% | 16 | 2% | -1% | 4%
CS(=O)(=O)N(CC(=O)NCCSCc1ccco1)c1ccc2c(c1)OCO2 | 19 | 7% | 5 | 1 | 4% | -2% | 0.1% | -10 | -8% | 0% | 2%
COc1ccc(-c2nn(-c3ccccc3)cc2CNC(=O)c2cccc([N+](=O)[O-])c2)cc1 | 11 | u | -19 | -4 | 10% | 0% | -0.3% | 15 | -1% | 1% | -1%
Cc1cc(NC(=O)Nc2ccc(Cl)cc2)n(C)n1 | -16 | u | -9 | 0 | 3% | 0% | -0.4% | 15 | -12% | 0% | x
CC1CCCC(C)N1C(=O)CSCc1ccc(Cl)cc1 (configuration not stated) | 0 | -4% | -3 | -6 | x | 0% | 0.0% | -15 | -18% | -5% | 0%
CC(=O)Nc1ccc(S(=O)(=O)N2CCc3cc4c(cc3C2C)OCCCO4)cc1 (configuration not stated) | -5 | -9% | 3 | -2 | 2% | 7% | -0.1% | -10 | 6% | 0% | 1%[0.46 µM]
NS(=O)(=O)c1ccc(NC(=O)c2ccc3c(c2)CCCC3)cc1 | 14 | -2% | 8 | 0 | 9% | 6% | -0.3% | -20 | 7% | 2% | x
COCCn1c(=O)[nH]c2cc(C(=O)N3CCN(c4ccccc4)CC3)ccc2c1=O | -15 | 3% | 4 | 0 | 5% | 14% | 0.4% | 8 | -9% | -1% | 0%
N=c1c2c(-c3ccccc3)c(-c3ccccc3)oc2ncn1CCCN1CCOCC1 | -12 | u | -46 | 1 | 4% | 5% | -0.1% | 29 | 12% | 2% | -1%
CC(=O)Nc1ccc(C23CC4CC(CC(C4)C2)C3)cc1 | -4 | 0% | 3 | 3 | 0% | 4% | -0.1% | 14 | -1% | -1% | 2%[11.5 µM]
COc1ccc(C[C@H]2CN3C(=NC[C@@H]3C(C)C)N2C[C@H](C)NC(=O)c2ccc(C)c(Br)c2)cc1 | -18 | -8% | -41 | 1 | 12% | 6% | -0.2% | 4 | 4% | -1% | 0%
CCOC(=O)C1=C(C)N=C2SC(C(=O)OC)=CC(=O)N2C1c1ccc(F)cc1 (configuration not stated) | -5 | u | 7 | 1 | u | -6% | -0.2% | -3 | -2% | 1% | 0%
O=C(NCCc1ccccc1)c1cnc2sccn2c1=O | 19 | u | 7 | -1 | -6% | -1% | u | -19 | -1% | 0% | 2%

Screening data from PubChem BioAssay.
